Screening data deposited in PubChem by several laboratories.
PfHsp90 yeast 2: growth inhibition of yeast expressing Plasmodium Hsp90 | S. cerevisiae expressing PfHsp90, BacTiter-Glo ATP, 48 h; yeast lacking PDR1 and PDR3 efflux regulators | inhibition, % at 9.4 µM | actives 0.32% (n = 310,000) | AID 504621;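 active = every replicate shows inhibition above about 80%, whatever the replicate mean, limit read from the data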;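 note: 0% = DMSO neutral controls and 100% = 20 µM radicicol positive controls; yeast relying on Plasmodium falciparum Hsp90 in place of its own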
Ecoli viability: reduces bacterial viability in AddAB counter-screen. E. coli V3065 growth, OD600 absorbance, 18 h. inhibition, % at 11.9 µM. actives 0.27% (n = 330,000). AID 449728;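 active = inhibition above the campaign's mean inhibition across all tested compounds plus 3 SD, cut at about 9.9% in these data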;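 note: uninfected addAB+ strain grown without phage in ampicillin broth; 0% = DMSO wells and 100% = ciprofloxacin 0.95 µg/ml wells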
PKA-R1A act: activates the PKA-R1A holoenzyme complex | PKA-R1A dissociation, Cy5-IP20 fluorescence polarization; scaled: DMSO 0%, 113 µM cGMP 100% | P00514+P68181 | actives 0.083% (n = 340,000) | activation, % at 11.4 µM;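 active = percent activation above the mean of all tested compounds plus 3 SD, cut at about 19% in these data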;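 note: higher means more PKAc released from R1A so a rise in polarization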
OPRM1-OPRD1 ag: agonists of human mu-delta opioid receptor heterodimerization; activation, % at 9.3 µM; cells, OPRM1-OPRD1 heterodimerization, luminescence; actives 0.3% (n = 340,000); in the data active = activation above about 18%;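 note: 0% = vehicle-treated cells and 100% = reference agonist; values of inactives mirror those of a sister screen read the other way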
HTR5A inv ctr: inverse agonist of human HTR5A in OPRM1-OPRD1 counter-screen. AID 504634. inhibition, % at 9.3 µM. P47898. HTR5A cell line, luminescence, inverse agonism. actives 0.083% (n = 340,000); in the data active = inhibition mostly above about 23%, no sharp cut-off; inactive = mostly below about 18%;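 note: 0% = cells with DMSO and 100% = no-cell wells with DMSO; some compounds called inactive have numbers as strong as hits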
Target sequence (P47898 whole entry, looked up): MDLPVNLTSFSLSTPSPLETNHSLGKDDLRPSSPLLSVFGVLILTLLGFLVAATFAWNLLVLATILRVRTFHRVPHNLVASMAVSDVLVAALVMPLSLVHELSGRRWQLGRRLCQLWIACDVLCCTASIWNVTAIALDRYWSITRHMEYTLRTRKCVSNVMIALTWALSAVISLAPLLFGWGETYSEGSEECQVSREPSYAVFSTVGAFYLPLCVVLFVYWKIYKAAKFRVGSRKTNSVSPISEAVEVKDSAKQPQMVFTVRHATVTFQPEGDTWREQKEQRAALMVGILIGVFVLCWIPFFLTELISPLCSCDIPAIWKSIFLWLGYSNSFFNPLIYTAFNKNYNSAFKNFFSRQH
phage Ecoli inh: E. coli growth loss with phage present; growth absorbance; inhibition, % at 11.9 µM; actives 0.26% (n = 360,000); in the data active = inhibition above about 11%
Mot1-301 SUMO: blocks SUMOylation pathway, rescuing yeast Mot1-301 growth; S. cerevisiae Mot1-301 growth rescue, ATP luminescence, 38.5C; percent above DMSO median, 100 means doubled; growth rescue, % at 18.8 µM; actives 1% (n = 320,000); AID 2716;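 active = every valid replicate shows activation above 250% relative to neutral control wells; inactive = the rest, any valid replicate at or below 250%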;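 note: OY570 slx delta 5 strain wells were the positive control but not used for scaling; some compounds called inactive have numbers as strong as hits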
PKA-R2B act: PKA-R2B complex activation. AID 504700. activation, % at 11.4 µM. P22694+P31323. actives 0.079% (n = 340,000). PKA-R2B holoenzyme dissociation, Cy5-IP20 fluorescence polarization; R2B truncated from residue 108, S112A mutant; 0% DMSO only, 100% 113 µM cGMP;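 active = activation above a cutoff set at the mean over all compounds plus 3 SD, cut at about 18% in these data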;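 note: higher means more holoenzyme dissociation and a rise in polarization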
Target sequence (P31323 whole entry, looked up, other chains not shown, the tested form may be a part): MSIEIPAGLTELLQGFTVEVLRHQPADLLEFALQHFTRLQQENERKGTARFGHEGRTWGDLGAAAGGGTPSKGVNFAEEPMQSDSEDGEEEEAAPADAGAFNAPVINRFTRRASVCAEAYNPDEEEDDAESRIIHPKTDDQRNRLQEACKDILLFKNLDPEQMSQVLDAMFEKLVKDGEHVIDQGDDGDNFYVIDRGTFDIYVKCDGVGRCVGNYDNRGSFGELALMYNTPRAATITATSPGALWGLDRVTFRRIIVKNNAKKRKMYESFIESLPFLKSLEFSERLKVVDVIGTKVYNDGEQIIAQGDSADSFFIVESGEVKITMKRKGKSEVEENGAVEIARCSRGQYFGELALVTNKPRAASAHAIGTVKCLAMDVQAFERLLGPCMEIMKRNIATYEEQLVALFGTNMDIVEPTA
Tat export inh: E. coli Tat transport inhibition; E. coli MC4100 TorA-mCherry Tat export, fluorescence; inhibition, % at 10 µM; actives 0.036% (n = 340,000);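 active = mean replicate inhibition at least 50% and at least half of replicates individually reaching 50%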;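 note: exported cargo escapes ClpAP degradation while cytoplasmic cargo is degraded and loses fluorescence; 0% = median of neutral control wells and 100% = median of NaSCN control wells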
MOR-DOR inv ag: inverse agonist of human OPRM1-OPRD1 heterodimerization. P35372+P41143. cell-based MOR-DOR heterodimer luminescence, inverse agonism. inhibition, % at 9.3 µM. actives 0.21% (n = 340,000); in the data active = inhibition above about 22%, passing the limit was not always enough;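 note: 0% = cells with DMSO and 100% = wells without cells with DMSO; values of inactives mirror those of a sister screen read the other way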
AddAB inh: less growth of phage-infected E. coli with AddAB; actives 0.29% (n = 330,000); E. coli expressing H. pylori AddAB, absorbance growth; inhibition, % at 11.9 µM; in the data active = inhibition above about 12%;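 note: 0% = vehicle wells of infected cells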
* marks the source's active call; other numbers are inactive results; . = not tested or not shown. The order is random; about 2.2% have a hit in one of these screens.

No.	SMILES	Mot1-301 SUMO	HTR5A inv ctr	Tat export inh	PKA-R1A act	PKA-R2B act	OPRM1-OPRD1 ag	PfHsp90 yeast 2	phage Ecoli inh	MOR-DOR inv ag	AddAB inh	Ecoli viability
1	Cn1nccc1C(=O)Nc1ccc(OC(=O)c2ccnn2C)cc1	40	-10	9	-7	-3	2.0	-4	-0.2	-11	2.6	1.2
2	CCOC(=O)c1c(C)n(-c2ccc(C)cc2)c2ccc(OCC(O)CN3CCN(C)CC3)cc12 (stereo not drawn)	.	9	16	6	0	0.0	18	4.3	0	.	.
3	Cc1cccc(N2CCN(C(=O)CCn3c(=S)[nH]c4cc5c(cc4c3=O)OCO5)CC2C)c1 (stereo not drawn)	10	8	7	-9	-1	1.1	20	-1.1	-5	3.9	-0.8
4	Cn1cccc1/C=N/N1CCN(Cc2ccccc2Cl)CC1	-13	11	3	0	5	0.5	9	1.5	-2	2.6	0.6
5	O=C(CCNC(=O)c1ccc(Br)cc1)Nc1ccccc1N1CCOCC1	7	-2	5	2	-2	2.1	.	1.1	-13	0.7	-0.6
6	O=C(CCN1C(=O)/C(=C\c2ccco2)SC1=S)Nc1ccc(C(=O)O)c(O)c1	-21	1	1	-9	-1	-0.7	-3	1.6	4	3.5	0.0
7	CN1CCN(C(=O)/C(=C/c2cccc([N+](=O)[O-])c2)NC(=O)c2ccccc2)CC1	-3	21	1	-2	12	-0.6	-2	0.9	4	2.5	-0.8
8	C=CCNc1ncnc2c1cnn2-c1ccc(Cl)cc1	-3	16	3	-9	9	4.0	7	0.2	-24	1.2	-0.5
9	CCOC(=O)C(NC(C)=O)C(OC(C)=O)c1cccc([N+](=O)[O-])c1 (stereo not drawn)	-11	2	10	-9	-9	-2.4	38	1.6	14	-1.3	-0.8
10	CC1CC(C)(C)NC(C)c2ccccc21 (stereo not drawn)	48	12	1	-5	3	0.0	-25	1.4	0	5.2	-0.2
11	Cc1cnc(C(=O)Nc2ccc(F)c(F)c2)cn1	-9	10	-2	-7	0	0.1	-6	0.0	0	-1.1	-1.1
12	COC(=O)C1(C)NC(c2ccc(F)cc2)C2C(=O)N(c3ccccc3)C(=O)C21 (stereo not drawn)	0	-16	1	-5	-10	-2.9	13	0.7	14	1.2	-0.6
13	CCN(C(=O)COC(=O)CNC(=O)c1cccs1)c1c(N)n(Cc2ccccc2)c(=O)[nH]c1=O	.	19	-10	1	4	-4.9	-7	2.6	18	.	.
14	CC(=O)c1ccccc1OCC(O)CNC1CCCC1 (stereo not drawn)	-4	-6	-7	0	10	-4.0	10	1.1	20	2.7	-1.7
15	COC(=O)c1cccc(NC(=O)C2C3CCC(C3)C2C(=O)O)c1 (stereo not drawn)	-14	-18	5	-1	4	-2.2	17	4.6	10	-1.4	-0.7
16	Cc1nn(C(C)(C)C)c(NC(=O)c2ccc(Cl)cc2)c1Br	-16	.	-9	.	.	.	-32	1.9	.	-1.0	1.8
17	O=C(CSc1ccc(Cl)cc1)Nc1ccc(-c2nc3ccccc3[nH]2)cc1	-4	4	-9	0	3	32*	0	1.0	-144	4.6	0.0
18	CN1CCN(CCC(=O)N/N=C/c2ccccc2F)CC1	25	8	1	-3	-8	-4.1	0	0.9	22	1.2	2.8
19	CCC(C#CCN1CCCCC1)(CC)OCCC#N	-5	-1	2	-2	-1	-0.1	14	3.1	1	1.4	-1.3
20	Cc1ccc(NC(=O)CN(C)CC(=O)Nc2ccc(N3CCOCC3)cc2)cc1F	-41	8	5	-7	-7	-1.2	3	-2.3	6	-1.2	2.2

The listing continues.
No.	SMILES	Mot1-301 SUMO	HTR5A inv ctr	Tat export inh	PKA-R1A act	PKA-R2B act	OPRM1-OPRD1 ag	PfHsp90 yeast 2	phage Ecoli inh	MOR-DOR inv ag	AddAB inh	Ecoli viability
21	COc1ccc(Cc2nnc(NC(=O)C3CC(=O)N(c4ccccc4C)C3)s2)cc1OC (stereo not drawn)	-12	10	9	1	6	-1.5	.	-0.7	8	-0.4	-2.0
22	Cc1ccc(OCCn2cncn2)c([N+](=O)[O-])c1	-31	16	-2	2	-4	-2.5	-4	4.0	13	0.3	-1.8
23	C[C@H](NC(=O)c1cc2cc(Cl)ccc2n1C)C(=O)N1CCC(C(=O)O)CC1	5	-4	17	-14	-8	-4.0	-20	3.6	18	.	.
24	Cc1nnc(SCC(=O)Nc2nc(-c3ccccc3)cs2)n1N	-16	-3	2	1	7	-1.4	-8	0.7	7	0.8	-0.6
25	COc1ccc(NC(=O)C(c2cc3c(cc2[N+](=O)[O-])OCO3)N(C)c2ccccc2)cc1 (stereo not drawn)	-5	-13	-5	-2	-7	-1.1	21	5.1	6	-0.2	-2.5
26	Cc1cc(/C=C2\SC(=Nc3ccc(N4CCOCC4)cc3)N(C)C2=O)c(C)n1-c1cccnc1	62	-12	-1	-9	0	0.9	-16	2.6	-5	-0.2	-1.6
27	Cc1cccc(NCc2cccc3ccccc23)n1	-2	-3	-5	-13	13	1.1	-26	0.4	-5	4.0	0.2
28	CCN(CC)c1ccc2cc(-c3nnc(-c4ccncc4)o3)c(=O)oc2c1	.	-30	1	13	-8	-2.2	11	2.9	12	.	.
29	COc1ccc2cc(CO)n(C)c2c1	-1	-13	-8	-16	-8	-1.8	-2	1.3	10	0.7	0.8
30	C=CCNc1nc(N)c([N+](=O)[O-])c(Nc2cccc(Cl)c2)n1	19	5	-4	-3	-7	2.6	-13	1.5	-15	0.2	-0.2
31	COc1ccc(CN2CCNC(=O)C2CC(=O)N2CCCO2)c(OC)c1 (stereo not drawn)	2	5	-6	2	-4	-0.1	-1	3.0	0	3.2	-2.6
32	COc1ccccc1CNS(=O)(=O)c1ccc2c(c1)NC(=O)CO2	.	-1	18	-3	-6	-1.8	16	2.6	9	3.2	1.0
33	O=C(Cn1c(C(=O)N2CCN(C3CCCC3)CC2)cc2sccc21)c1ccccc1	-20	6	-1	-10	3	2.4	1	3.1	-14	0.6	0.9
34	Cc1cc(C)nc(SCC(=O)N/N=C/c2ccc3c(c2)OCO3)n1	2	2	19	5	5	-2.1	23	1.2	12	.	.
35	CC(C)Cc1[nH]c(=O)c(C#N)c2c1CCCC2	70	-4	-4	0	-4	-1.8	15	2.0	10	1.7	1.6
36	O=C(NCc1ccco1)c1ccc2c(c1)N(Cc1ccccc1)CCS2	14	-5	0	-14	-10	-1.8	-2	1.5	9	-0.5	0.8
37	Cc1nn(C)c(Cl)c1CN1CCCC(C(=O)Nc2ccc(-c3cscn3)cc2)C1 (stereo not drawn)	-4	14	-2	0	1	-1.4	-10	1.2	7	-2.7	-2.2
38	COc1cccc(NC(=O)CN(C)C(=O)CCCc2nc3ccccc3c(=O)[nH]2)c1	0	-23	-1	-2	-1	-1.5	-8	0.3	6	-1.0	1.2
39	O=C(CN1CCCC1)NC1C2CC3CC(C2)CC1C3 (stereo not drawn)	13	-14	-1	2	2	-2.7	3	2.9	12	1.3	-1.4
40	COc1ccc(C(OCC(O)CNC(C)c2ccccc2)c2ccc(OC)cc2)cc1 (stereo not drawn)	2	-18	0	-4	-1	4.5	-6	3.0	-29	3.7	0.9

(cont.)
No.	SMILES	Mot1-301 SUMO	HTR5A inv ctr	Tat export inh	PKA-R1A act	PKA-R2B act	OPRM1-OPRD1 ag	PfHsp90 yeast 2	phage Ecoli inh	MOR-DOR inv ag	AddAB inh	Ecoli viability
41	COc1ccc(NC(=O)c2sc3nc(N4CCOCC4)c4c(c3c2N)CC(C(C)C)OC4)c(OC)c1 (stereo not drawn)	-18	3	8	-12	0	-2.0	-14	0.0	11	1.9	2.0
42	O=C(CN1CCN(S(=O)(=O)c2ccccc2)CC1)Nc1ccc(Cl)c(Cl)c1	11	2	7	-9	-3	2.1	.	3.0	-11	2.9	2.0
43	COCc1cc(=O)[nH]c(SCC(=O)c2ccccc2)n1	1	-19	-3	-1	1	-0.7	4	0.5	4	1.5	-1.0
44	O=C(Nc1nc2ccccc2[nH]1)c1ccc([N+](=O)[O-])cc1	24	-7	-6	-11	11	4.4	2	3.6	-25	0.6	-1.8
45	COc1ccccc1OCCNC(=O)CNC(=O)c1ccc(C(C)(C)C)cc1	-3	-7	11	-15	-15	-3.4	.	-13	13	-1.1	0.3
46	CC(C)N1CCC(=O)NC1=O	.	-16	1	-6	5	-1.7	-6	3.0	9	.	.
47	O=C(OC(C(=O)NCc1ccco1)c1ccc(Cl)cc1)c1cccs1 (stereo not drawn)	-27	-20	-2	1	-5	0.6	-39	1.8	-3	1.4	0.6
48	O=C(O)C1CCCCC1C(=O)NCc1ccc(Cl)c(Cl)c1 (stereo not drawn)	8	-26	13	-4	-11	-2.4	-16	0.8	13	4.3	0.6
49	Cn1c(N2CCCC2)nc2c1c(=O)n(Cc1ccc(Cl)cc1)c(=O)n2C	-11	-10	23	4	6	-0.7	9	2.3	4	-0.7	0.5
50	COc1cccc(CC(=O)OCC(=O)NC2CCCCCC2)c1	-8	-1	6	4	4	-2.4	9	0.0	13	5.9	2.6
51	Cn1cccc1C(=O)NC(=O)CSc1cccc[n+]1[O-]	.	-6	-10	-4	-7	-3.0	-15	1.3	16	-2.0	0.9
52	COc1ccc(-c2c(C#Cc3ccsc3)c3cc(-c4ccc5c(c4)OCO5)ccc3n2C)cc1	-15	-2	-3	-9	-1	-1.4	14	1.2	9	0.8	-0.3
53	COc1cc(C)ccc1OCCOc1cc(C)ccc1Cl	8	15	1	4	-9	4.9	8	1.3	-20	3.3	-0.5

Compound profiles, as listed above. Values in the order: Mot1-301 SUMO, HTR5A inv ctr, Tat export inh, PKA-R1A act, PKA-R2B act, OPRM1-OPRD1 ag, PfHsp90 yeast 2, phage Ecoli inh, MOR-DOR inv ag, AddAB inh, Ecoli viability
`CC(C)Cc1[nH]c(=O)c(C#N)c2c1CCCC2` as listed: 70, -4, -4, 0, -4, -1.8, 15, 2.0, 10, 1.7, 1.6
`COc1ccc(Cc2nnc(NC(=O)C3CC(=O)N(c4ccccc4C)C3)s2)cc1OC` (stereo not drawn) as listed: -12, 10, 9, 1, 6, -1.5, ., -0.7, 8, -0.4, -2.0
`Cc1ccc(NC(=O)CN(C)CC(=O)Nc2ccc(N3CCOCC3)cc2)cc1F` as listed: -41, 8, 5, -7, -7, -1.2, 3, -2.3, 6, -1.2, 2.2
`COC(=O)c1cccc(NC(=O)C2C3CCC(C3)C2C(=O)O)c1` (stereo not drawn) as listed: -14, -18, 5, -1, 4, -2.2, 17, 4.6, 10, -1.4, -0.7
`COC(=O)C1(C)NC(c2ccc(F)cc2)C2C(=O)N(c3ccccc3)C(=O)C21` (stereo not drawn) as listed: 0, -16, 1, -5, -10, -2.9, 13, 0.7, 14, 1.2, -0.6
